# Assay outcomes from PubChem.
# Insulin prom inh: TRM-6 insulin promoter activity inhibition; inhibition, % at 2 µM; 130,000 tested, 0.9% active; TRM-6 cells (human fetal islet line), insulin promoter-eGFP reporter, imaging; reporter expression induced with tamoxifen;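 active = inhibition above the mean plus 3 SD, with well images judged a real hit on visual review, cut at about 60% in these data, passing the limit was not always enough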
# SDO1 yeast rescue: compounds rescuing growth of sdo1-depleted yeast, bone marrow failure model. S. cerevisiae sdo1-depleted JHY4D growth rescue, OD600 30 h; stronger effect = higher value; pdr5 snq2 efflux-pump mutant strain. 140,000 tested, 0.21% active. AID 817. z-score at 10 µM;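 active = z-score above 3 at both the 24 hr and the 30 hr optical density reads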;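 also: z-score against mean and SD of all compound wells on the same plate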
# SDO1 yeast rescue Rescue 24 h: second read-out of SDO1 yeast rescue, no call of its own (marks repeat the call); z-score; S. cerevisiae sdo1-depleted JHY4D growth rescue, OD600; measured here: growth rescue at 24 h;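 0 is the plate mean of compound wells and units are plate SD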
# The depositor's hits bear a star; i = inactive; · = not tested or not shown; [ ] = another dose, or the depositor's remark. A portion of the library, so the mix of outcomes need not match the whole.
Insulin prom inh,SDO1 yeast rescue,SDO1 yeast rescue Rescue 24 h,canonical_smiles
-15,0.52,0.99,CC(=O)c1cccc(NC(=O)C(OC(=O)c2cccc(S(=O)(=O)N(C)c3ccccc3)c2)c2ccccc2)c1 (configuration not stated)
38,-2.1,-1.1,COc1ccc(-c2c(C#N)c(SCC(N)=O)nc3c2CCCC3)cc1
0,0.08,1.7,O=C(CSc1nc(-c2ccccc2)nc2ccccc12)Nc1nccs1
i,0.17,0.45,CC1(C)Cc2ccccc2/C(=C/C(=O)N2CCCCCC2)N1
-45,0.1,2.2,CC1/C(=N/O)CC(c2ccccc2)NC1c1ccccc1 (configuration not stated)
-11,0.2,-0.23,CCC(=O)Nc1nnc(C(C)(C)C)s1
10,0.11,-0.13,Cn1cnc(S(=O)(=O)NCc2cccs2)c1
·,-0.72,1.4,CCOc1ccc(-c2nnc(NC(=O)CCCOc3cccc(C)c3)o2)cc1
13,0.08,-0.26,Cc1ccc(N=Nc2c(=O)[nH]n3c(=O)cc(C)[nH]c23)cc1
-21,-0.22,-0.51,C=CCn1c(SCc2nc3ccccc3[nH]2)nnc1-c1ccccn1
-4,-2.2,-1.5,Cc1cccc2sc(NC(=O)CN(C)S(=O)(=O)c3ccc(Br)s3)nc12
67,0.56,0.28,O=C1C/C(=C/NCc2ccccc2)C(=O)N1
27,-0.52,0.17,Cc1cccc(OCC(=O)NC(=S)Nc2ccccc2N2CCOCC2)c1
-31,0.19,-0.25,Cc1nnc(SC(C)C(=O)N2CCc3ccccc32)s1 (configuration not stated)
-125,·,·,O=C(NCc1ccco1)C1Cc2ccccc2CN1S(=O)(=O)c1ccccc1F (configuration not stated)
59,·,·,CC(C)=CC(=O)OCC(=O)Nc1ccc(Cl)cc1
4,0.44,-0.27,CCc1cccc(NC(=O)CSCc2cc(=O)[nH][nH]2)c1
·,-0.21,-0.63,Cc1cc2oc(=O)cc(C)c2cc1NC(=O)CCC(=O)O
61,-0.22,-1.1,Cc1ccc(S(=O)(=O)N2CCCC(C(=O)NCC3COCCO3)C2)cc1 (configuration not stated)
-20,0.69,0.84,CC1=C(C)C(=O)N(c2ccc(C(=O)O)cc2)C1=O
-96,·,·,Cc1c(C(=O)N2CCN(c3cccc(Cl)c3)CC2)cccc1[N+](=O)[O-]
-50,0.02,-0.56,COc1ccc2cc(C(=O)N3CCCCCC3)sc(=O)c2c1OC
-26,0.27,-0.21,C#CCOC(=O)C(NC(=O)c1ccccc1)=C(C)C
·,-0.79,-0.43,Cc1ccc(S(=O)(=O)Nc2ccc3c(c2)CCC3)cc1
-17,0.16,-0.34,Fc1cccc(/C=N/Nc2ncnc3nc[nH]c23)c1
5,-0.6,-0.07,Cc1cc(C)n(-c2nc3ccccc3nc2N2CCN(C(=O)c3ccc(Cl)cc3)CC2)n1
·,0.19,-0.79,Cc1cccc(C)c1NC(=O)COC(=O)CCc1ccc(S(=O)(=O)N2CCCCC2)cc1
27,0.99,-0.31,COc1cccc(-n2nc3c(-n4ncc(C#N)c4N)nnc(C)c3c2C)c1
-36,·,·,CN(C)S(=O)(=O)c1cccc(NC(=S)NCc2ccc3c(c2)OCO3)c1
-14,0.31,1.1,C/C(N)=C(/C#N)C(=O)CSc1nnc(SCc2ccc(Cl)cc2)s1
-11,1.5,1.2,CCn1nc(C)c(/C=N/NC(=O)Cn2nc(C)cc2C)c1C
21,0.75,0.31,Cc1[nH]nc2c1C1(C(=O)N(Cc3ccc(Cl)cc3)c3ccccc31)C(C#N)=C(N)O2 (configuration not stated)
-41,0.09,0.15,O=C(NC1CCCCC1)N1CCCC(c2nc(-c3cccs3)no2)C1 (configuration not stated)
-26,1.2,1.7,COCCNCCOCCOc1ccc(Cl)c(C)c1
-14,-0.84,-1.2,O=C(NCc1ccccn1)[C@H]1C[C@@H]1[C@H](NP(=O)(c1ccccc1)c1ccccc1)c1ccccc1
22,0.94,0.69,Cc1c(Cl)cnc(NC(=O)COC(=O)c2ccc3c(c2)OCO3)c1Cl
·,-1.1,-1.8,CCOc1ccc(OC(=O)c2cccnc2)cc1
45,0.68,0.98,CCSc1nc(N2CCOCC2)c2ccccc2n1
14,-1.5,-2.2,CCc1cccc(OCCn2ccnc2)c1
12,0.35,0.28,Cc1ccc(Nc2ccc(C(N)=O)cc2[N+](=O)[O-])cc1
-70,0.63,-0.11,O=C(CN1C(=O)c2ccccc2S1(=O)=O)NC1CCCCCC1
-324,0.18,-0.63,CC(C)CNS(=O)(=O)c1ccc(CCC(=O)N2CCOCC2)cc1
33,-0.01,-0.51,Cn1ncc(C#N)c1NC(=O)c1nn2cccnc2c1Cl
11,0.26,-0.5,Clc1ccc(CSc2snnc2-c2ccccc2)cc1
-52,-0.12,-0.12,CCOC(=O)C1=C(c2ccccc2)ON(C)C1c1ccccc1 (configuration not stated)
0,·,·,Cc1ccc(/C=N/n2cc(-c3ccccc3)[nH]c2=S)s1
66,-0.19,0.08,CC(C)CNC(=S)N(Cc1ccco1)Cc1cc2cc3c(cc2[nH]c1=O)OCCO3
22,-1.4[13.3 µM],-0.49,COCCCNC(=O)C(C#N)c1nc2ccccc2nc1N1CCCC1 (configuration not stated)
·,0.85,0.67,COC(=O)c1cccc(NC(=O)Cc2ccccc2[N+](=O)[O-])c1C
·,-0.02,-1.3,CC1CCCCN1CCNC(=O)CC1Oc2ccccc2NC1=O (configuration not stated)
-11,-0.64,-0.48,CCOC(=O)c1ccc(NC(=O)c2cc(OC)c(OC)c(OC)c2Br)cc1
-7,-0.21,0.53,Cc1ccc2nc(NC(=O)CSCC(=O)OCC(=O)c3ccc(Br)cc3)sc2c1
-71,0.06,-0.71,O=C(OCCOCCN=C1NS(=O)(=O)c2ccccc21)C1CC(=O)N(c2ccccc2)C1 (configuration not stated)
0,1.1,1,CC(=O)Nc1ccc(S(=O)(=O)NNC(=O)CCC(=O)Nc2cc(C)ccc2C)cc1
-3,-0.76,-0.49,Cc1cc(=O)oc2cc(Oc3ccc([N+](=O)[O-])cc3[N+](=O)[O-])ccc12
54,-0.09,0.06,COc1ccc(C(=O)NCc2nnc(SCC(=O)Nc3cc(C)cc(C)c3)o2)cc1OC
0,1.3,0.66,CC(=O)Nc1ccc(NC(=O)COC(=O)Cc2cccs2)cc1
·,1.5,1.3,COC(=O)CC[C@@H](C(=O)O)N1C(=O)c2ccccc2C1=O
-57,0.16,-0.24,COc1cc(OC)c(OC)cc1CN1CCN(S(=O)(=O)c2ccc(F)cc2)CC1
-42,0.9,1.6,O=C(NC1CCCCC1)C(c1ccc2ncccc2c1)N(Cc1ccccc1)C(=O)c1ccc2c(c1)OCCO2 (configuration not stated)

# Entries listed so far containing two or more sulfur atoms:
Insulin prom inh,SDO1 yeast rescue,SDO1 yeast rescue Rescue 24 h,canonical_smiles
0,0.08,1.7,O=C(CSc1nc(-c2ccccc2)nc2ccccc12)Nc1nccs1
10,0.11,-0.13,Cn1cnc(S(=O)(=O)NCc2cccs2)c1
-4,-2.2,-1.5,Cc1cccc2sc(NC(=O)CN(C)S(=O)(=O)c3ccc(Br)s3)nc12
-31,0.19,-0.25,Cc1nnc(SC(C)C(=O)N2CCc3ccccc32)s1 (configuration not stated)
-36,·,·,CN(C)S(=O)(=O)c1cccc(NC(=S)NCc2ccc3c(c2)OCO3)c1
-14,0.31,1.1,C/C(N)=C(/C#N)C(=O)CSc1nnc(SCc2ccc(Cl)cc2)s1
11,0.26,-0.5,Clc1ccc(CSc2snnc2-c2ccccc2)cc1
0,·,·,Cc1ccc(/C=N/n2cc(-c3ccccc3)[nH]c2=S)s1
-7,-0.21,0.53,Cc1ccc2nc(NC(=O)CSCC(=O)OCC(=O)c3ccc(Br)cc3)sc2c1

# Other entries:
Insulin prom inh,SDO1 yeast rescue,SDO1 yeast rescue Rescue 24 h,canonical_smiles
-17,-1.2,-0.32,N#Cc1c(-c2ccc(Cl)cc2)nc2n(c1=O)CCCS2
22,-1.1,-0.68,Clc1ccccc1-c1nn2c(COc3ccccc3)nnc2s1
42,-0.43,-1,O=C(/C(C=Nc1ccc(F)cc1)=C(/O)c1ccco1)C(F)(F)F
41,0.42,0.19,Cc1ccc(S(=O)(=O)N(C)C)cc1NS(=O)(=O)c1ccc(Cl)s1
-64,0.47,0.09,CCN1CCN(c2ncnc3c2nnn3Cc2ccccc2)CC1
8,-1.1,-0.92,Cc1cc(Br)ccc1NC(=O)CCSc1ccccc1
13,-1,-0.92,Cc1cc(=O)oc(C)c1C(=O)OCC(=O)c1ccc(Cl)cc1
-15,0.91,1.4,Cc1cccc(NC(=O)c2ccc(-n3ccnc3)nc2)c1
·,-0.03,0.01,Cc1cccc(N2CCN(C(=O)CCc3nc4ccccc4[nH]3)CC2C)c1 (configuration not stated)
·,0.42,-0.23,CN1C(=O)CS(=O)c2ccc(C(=O)NCCC3=CCCCC3)cc21 (configuration not stated)
22,0.03,0.01,COc1ccc(N2C(=O)C3CC(C)=C(C)CC3C2=O)c(OC)c1 (configuration not stated)
0,·,·,CCCOC(=O)CCCCCCCCC(O)CN1CCCCC1 (configuration not stated)
·,0.12,-0.26,Cc1[nH]c2ccccc2c1CCC(N)=O
-27,0.87,0.53,CCCCOc1ccc(CSc2nncn2N)cc1
7,-0.5,-0.32,COc1ccccc1N1CCN(Cc2ccco2)CC1

# Random excerpt: 3 compounds from above.
Insulin prom inh,SDO1 yeast rescue,SDO1 yeast rescue Rescue 24 h,canonical_smiles
-64,0.47,0.09,CCN1CCN(c2ncnc3c2nnn3Cc2ccccc2)CC1
42,-0.43,-1,O=C(/C(C=Nc1ccc(F)cc1)=C(/O)c1ccco1)C(F)(F)F
41,0.42,0.19,Cc1ccc(S(=O)(=O)N(C)C)cc1NS(=O)(=O)c1ccc(Cl)s1

# (listing goes on)
Insulin prom inh,SDO1 yeast rescue,SDO1 yeast rescue Rescue 24 h,canonical_smiles
46,1,-0.03,CCOc1nnc(C)c2c(C)n(-c3ccc(Cl)cc3)nc12
-36,0.08,0.06,O=C1CC(c2ccc(F)cc2)CC(O)=C1C=NCCN1CCN(C(=O)Nc2ccccc2)CC1 (configuration not stated)
15,0.05,-0.78,Cc1nn(Cc2c(Cl)cccc2Cl)c(C)c1C(=O)NCc1ccc(C)n1C
13,1.1,1.3,O=C(Nc1sc2c(c1C(=O)O)CCC2)c1ccco1
-188,0.3,0.27,CCOC(=O)/C=C/S(=O)(=O)c1ccc(NC(C)=O)cc1
23,-0.69,-0.35,CC(C)c1nc2ccc(NC(=O)C34CC5CC(CC(C5)C3)C4)cc2[nH]1
-6,-1.9,-0.58,C(=N\N1CCN(C2c3ccccc3-c3ccccc32)CC1)/c1cccs1
·,-1.5,-1,O=C(N/N=C/c1cccc([N+](=O)[O-])c1)C1CC(=O)N(c2ccc(Br)cc2)C1 (configuration not stated)
22,0.39[22.1 µM],-0.33,Nc1nnc(N2CCCCC2)s1
-13,1.9,2.1,CCC(CC)C(=O)N1CCN(Cc2ccc3c(c2)OCO3)CC1
-36,0.32,0.44,CN(C)/C=C1\N=C(c2cccs2)OC1=O
1,-0.41,-0.63,CCC(C)NC(=O)Nc1ccc2c(c1)N(C)C(=O)c1ccccc1S2 (configuration not stated)
-64,2,0.75,CCOC(=O)CCCCC(=O)c1[nH]c(=O)[nH]c1CSc1nc(C)cc(C)n1
5,-2.1,-1.1,COc1ccccc1-c1nnc(SCC(=O)NCc2c(C)c(Cl)cc(C(C)C)c2O)o1
-3,-1.9,-1.6,N/C(Cc1ccc([N+](=O)[O-])cc1)=N\OC(=O)c1ccccc1Br
29,-0.26,-0.51,O=C(Nc1ccccc1Cl)c1ccn[nH]1
13,·,·,COc1ccc(CCN=C(N)NS(=O)(=O)c2ccc(C)cc2)cc1OC
25,0.57,-0.07,CN(C)Cc1c(O)ccc2c3c(c(=O)oc12)CCCCC3
-16,-0.48,-0.36,COC(=O)c1ccc(CSc2nc3ccccc3c(=O)n2Cc2ccco2)o1
·,-0.02,0.03,CCN(CC)c1ccc(NC(=O)COC(=O)c2cccs2)cc1
-10,-0.31,-0.86,Cc1ccc(C2C3=C(NCCN=C3c3ccccc3)C(=O)N2c2ccccc2)cc1 (configuration not stated)
14,0.2,-0.04,O=C(COC(=O)c1ccc(S(=O)(=O)Nc2ccccc2)cc1)NCc1ccco1
-4,0.69,-0.11,O=C(NCc1ccccc1Cl)c1ccc(Cn2cc(C(F)(F)F)ccc2=O)cc1
·,-1.3,-0.75,O=C(NCc1ccccc1)c1cccc(COc2ccccc2Cl)c1
20,0.85,1,COc1ccc(/C=N/NC(=O)c2cccc(NC(=O)c3ccccc3)c2)c(C(=O)O)c1OC
-162,-0.28,-0.82,O=C(NC1C=CS(=O)(=O)C1)c1sc2ccccc2c1Cl (configuration not stated)
-24,0.05,-0.1,COC(=O)N/N=C/c1ccc([N+](=O)[O-])o1
3,-0.86,-0.54,CCOC(=O)c1sc2nc3c(cc2c1N)COC(C)(CC)C3 (configuration not stated)
20,0.6,0.23,CN1CCN(C(=O)c2ccc(COc3ccc(C(C)(C)C)cc3)o2)CC1
44,0.19,-0.15,CNC(=O)COC(=O)/C=C/c1c(C)nn(-c2ccccc2)c1C
-23,0.59,-0.1,Cc1ccn(C(=O)c2cc3cc(Cl)ccc3oc2=O)n1
·,-1.7,-1.1,CCOC(=O)c1cc2sc(C)cc2n1CC(=O)Nc1ccc2c(c1)OCCO2
12,0.04,-0.4,Cc1cc(C(=O)CSc2nc3ccccc3n2C)c(C)n1C
40,0.41,1.7,O=C(CSc1nc2c(cnn2-c2ccc(F)cc2)c(=O)[nH]1)Nc1nccs1
36,0.19,0.02,CCS(=O)(=O)n1nc(-c2ccccc2)nc1SC
·,-0.65,-0.96,CCCCCSc1nc(N2CCOCC2)c2c(c1C#N)CC(C)(C)OC2
-57,-0.25,-0.12,COc1cc(OC)cc(C(=O)N2CCN(Cc3ccccc3C(F)(F)F)CC2)c1
